Screens deposited in PubChem BioAssay by Sanford-Burnham Center for Chemical Genomics.
H9c2 TAG inh = inhibitors of triacylglycerol accumulation | H9c2 cells, Nile Red lipid (TAG) fluorescence; cells loaded with 200 µM oleic acid | AID 651582 | 0.66% of 230,000 active | inhibition, % at 12.5 µM;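 active = pattern-corrected inhibition of lipid staining of at least 50% with the nuclear-stain viability signal not falling by more than 50%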;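 note: 0% = DMSO wells and 100% = triacsin C control wells; some results filed as inactive read as strong as hits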
H9c2 TAG inh DAPI viability = further read-out of H9c2 TAG inh, marked with its call; DAPI nuclei signal change (viability), lower = more cytotoxic, %;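 whole-well DAPI fluorescence read on a plate reader as a viability signal; minus 50 percent equals half of cells still viable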
Starred values were filed as active, the others as inactive.

The first 14 records, ahead of the listing:
SMILES	H9c2 TAG inh	H9c2 TAG inh DAPI viability
CC1(c2nnc(-c3ccccc3)o2)CC(c2ccc([N+](=O)[O-])cc2)=NO1 (centres undefined)	-7	18
COc1ccc(S(=O)(=O)N2CCOCC2)cc1NC(=O)COC(=O)c1oc2ccccc2c1C	3	6
O=C(NC1CCN(Cc2ccccc2)CC1)C1CCCN(S(=O)(=O)c2cccc3nonc23)C1 (centres undefined)	0	-1
CCOC(=O)c1cccc(NC(=O)CN(c2ccc(C)cc2)S(=O)(=O)c2c(C)n[nH]c2C)c1	15	-11
COc1cccc(CN(C)C(=O)CNC(=O)c2ccc3c(c2)OCO3)c1OC	21	2
CCN(CC)C(=S)SCC(=O)c1ccccc1	-7	9
CCOC(=O)C1(Cc2cccc(OC)c2)CCN(Cc2cccn2-c2nccs2)CC1	-12	33
CCOc1ccc(C(=O)Nc2ccc(N3CCN(C(=O)c4ccco4)CC3)cc2)cc1Br	12	2
OC1CCCN(Cc2nc(Cc3ccccc3Cl)no2)C1 (centres undefined)	-3	4
CN1CCN(c2ccc(Cl)cc2NC(=O)/C=C/c2ccc(F)cc2)CC1	27	11
CC1=C(C(=O)N(C)C)CC(CC(=O)NC2CC2)C(=O)N1Cc1ccc(C(C)(C)C)cc1 (centres undefined)	-1	-10
O=C(OCc1nnc(-c2ccccc2)o1)c1ccc([N+](=O)[O-])o1	0	-3
CC(=O)Nc1coc2ccc(Br)cc12	-3	-13
COc1ccccc1-c1noc(CCC(=O)Nc2cccc(C)c2)n1	39	-14

Results, from the start:
SMILES	H9c2 TAG inh	H9c2 TAG inh DAPI viability
CC1(c2nnc(-c3ccccc3)o2)CC(c2ccc([N+](=O)[O-])cc2)=NO1 (centres undefined)	-7	18
COc1ccc(S(=O)(=O)N2CCOCC2)cc1NC(=O)COC(=O)c1oc2ccccc2c1C	3	6
O=C(NC1CCN(Cc2ccccc2)CC1)C1CCCN(S(=O)(=O)c2cccc3nonc23)C1 (centres undefined)	0	-1
CCOC(=O)c1cccc(NC(=O)CN(c2ccc(C)cc2)S(=O)(=O)c2c(C)n[nH]c2C)c1	15	-11
COc1cccc(CN(C)C(=O)CNC(=O)c2ccc3c(c2)OCO3)c1OC	21	2
CCN(CC)C(=S)SCC(=O)c1ccccc1	-7	9
CCOC(=O)C1(Cc2cccc(OC)c2)CCN(Cc2cccn2-c2nccs2)CC1	-12	33
CCOc1ccc(C(=O)Nc2ccc(N3CCN(C(=O)c4ccco4)CC3)cc2)cc1Br	12	2
OC1CCCN(Cc2nc(Cc3ccccc3Cl)no2)C1 (centres undefined)	-3	4
CN1CCN(c2ccc(Cl)cc2NC(=O)/C=C/c2ccc(F)cc2)CC1	27	11
CC1=C(C(=O)N(C)C)CC(CC(=O)NC2CC2)C(=O)N1Cc1ccc(C(C)(C)C)cc1 (centres undefined)	-1	-10
O=C(OCc1nnc(-c2ccccc2)o1)c1ccc([N+](=O)[O-])o1	0	-3
CC(=O)Nc1coc2ccc(Br)cc12	-3	-13
COc1ccccc1-c1noc(CCC(=O)Nc2cccc(C)c2)n1	39	-14
O=C(CSc1cn(Cc2ccccc2)c2ccccc12)N1CCOCC1	2	1
COc1ccc(-n2c(Cc3cccn3C)nnc2SCC(=O)Nc2ccccc2F)cc1	12	-8
C#CCOCCOCCOCCNc1nc(N2CCOCC2)nc(N2CCN(C(=O)[C@H](Cc3cc4ccccc4[nH]3)n3cc([C@@H](N)Cc4ccc(O)cc4)nn3)CC2)n1	-8	-11
Cc1onc(-c2ccccc2Cl)c1C(=O)NCCn1c(C)cc2ccccc21	-1	-3
CCc1nc2ccccc2n1CC(=O)N(C(C)CC)C1CCS(=O)(=O)C1 (centres undefined)	0	2
CSc1cccc(NC(=O)COc2ccccc2)c1	-12	7
Cc1noc(C)c1S(=O)(=O)Nc1cccc(C(F)(F)F)c1	7	-1
COc1ccc(-c2csc(NC(=O)C3=COCCO3)n2)c(OC)c1	-31	3
Cc1ccccc1OCCC(=O)OCC(=O)NC(C)c1ccccc1 (centres undefined)	-1	-4
O=C1NN=C(c2ccc(Cl)cc2)CC1c1cccc(Br)c1 (centres undefined)	29	2
COc1ccc2c(Cl)c(C(=O)N/N=C/c3ccc4c(c3)OCO4)sc2c1	2	15
(continued)
SMILES	H9c2 TAG inh	H9c2 TAG inh DAPI viability
CCOC(=O)N1CCN(C(=O)COC(=O)CN(C)S(=O)(=O)c2ccc(NC(C)=O)cc2)CC1	17	-4
COc1ccc(NC(=O)CNC(=O)c2c(C)nn(C)c2Cl)cc1	-6	0
CN(C)C(CNC(=O)c1cccc(S(=O)(=O)Nc2ccc(SC(F)F)cc2)c1)c1ccccc1 (centres undefined)	-2	11
CCOC(=O)c1ccc(-c2ccc(/C=N/NC(=O)Cc3nnc(N)s3)o2)cc1	5	5
Cc1[nH]c2ccccc2c1C(=O)C(=O)NCC1CCCO1 (centres undefined)	6	22
CCN(CC(=O)NCc1cccs1)C(=O)c1ccc(-c2ccc(F)cc2)o1	4	-4
Cc1cccc(NC(=O)CSc2nc3ccccc3o2)c1	8	-18
O=C1CCCc2ccccc2N1Cc1cccc(F)c1	-6	-2
O=C(Nc1cccc([N+](=O)[O-])c1)NN1CCCCCC1	-17	3
O=[N+]([O-])c1ccc(C=NN2CCCCCC2)cc1	-19	-6
C[C@H](CO)N1C[C@H](C)[C@@H](CN(C)C(=O)Nc2ccccc2)Oc2ccc(NC(=O)Nc3ccc(C(F)(F)F)cc3)cc2C1=O	-13	1
Cc1ccc(NC(=O)COC(=O)c2nn(C)c(=O)c3ccccc23)cc1F	1	7
CCC(=C(c1ccc(O)cc1)c1ccc(OCCN(C)C)cc1)c1ccccc1	-15	13
CCN1CC(CN(C)Cc2cn(-c3cccc(C)c3)nc2-c2cccc(F)c2)CC1=O (centres undefined)	-12	-2
COc1ccc(NC(=O)Nc2ccc3c(c2)CCC3)cc1	-6	2
COc1ccc(-c2cc(C(=O)N3CCCCC3)c3ccccc3n2)cc1OC	-12	-1
O=C(/C=C/c1ccccc1F)N1CCN(c2ccccn2)CC1	2	2
Cc1cccc(CCNC(=O)c2nnc(Cc3ccc(Cl)cc3)o2)c1	-31	7
CC(OC(=O)c1ccc(-n2cnnn2)cc1)C(=O)NCc1ccccc1 (centres undefined)	4	-1
CN(C)Cc1ccccc1CNC(=O)c1ccc(Cl)c(S(=O)(=O)NC2CC2)c1	4	-6
O=C(CSc1nc2c(cnn2-c2ccc(F)cc2)c(=O)[nH]1)N1CCCCCC1	-4	-8
CC(C)OC(=O)N(C)C[C@@H]1OCc2cnnn2CCCC(=O)N([C@@H](C)CO)C[C@@H]1C	-5	-4
Nc1nnc(SCn2nnc3ccccc3c2=O)s1	-5	4
Cc1nn(-c2ccccc2)c2c1C1(C(=O)N(C)c3ccccc31)C(C#N)=C(N)O2 (centres undefined)	7	-7
COc1cc(Br)cc(/C=N/NC(=O)Cc2ccccc2)c1O	5	2
(list continues)
SMILES	H9c2 TAG inh	H9c2 TAG inh DAPI viability
c1ccc2c(N3CCCCC3)nc(N3CCCCC3)nc2c1	16	24
Cc1nn(Cc2ccccc2)c(Cl)c1C(=O)OCc1nnc(-c2ccc(Cl)cc2)o1	11	-2
CCOc1cc(N2CCOCC2)c(OCC)cc1NC(=O)CN1C(=O)NC(C)(C2CC2)C1=O (centres undefined)	6	-10
CN(C)c1ccc(CC2C(=O)Nc3ccccc32)cc1 (centres undefined)	0	1
Cc1cccc(C(=O)OCC(=O)NCC(C)C)c1O	16	-3
NC(=O)C1(NC(=O)[C@@H]2CC3(CC(c4cccc(NC(=O)[C@@H]5CCC(=O)N5)c4)=NO3)CN2C(=O)c2ccccc2)CC1 (some centres undefined)	-2	2
CCO[C@@H]1OC(C(=O)N2CCN(Cc3ccccc3)CC2)=C[C@H](c2ccccc2)[C@H]1CCCO	7	-8
CC(=O)c1ccc(NC(=O)c2noc3c2CCC3)cc1	-11	8
O=C(CC1OC(=O)c2ccccc21)Nc1cc(S(=O)(=O)N2CCOCC2)ccc1OCC(F)(F)F (centres undefined)	12	-3
CO/N=C\CC(=O)Nc1ccc(F)cc1	-7	-2
N#Cc1ccc(C(=O)Nc2cc(-c3ccc(F)cc3)nn2-c2ccccc2)cc1	-4	3
CC(=O)C12OC(C)(C)OC1CC1C3CCC4=CC(=O)C=CC4(C)C3(F)C(O)CC12C (centres undefined)	33	14
O=C(COc1ccc([N+](=O)[O-])cc1)N/N=C/c1ccccn1	14	-9
O=c1c2ccccc2nc(N/N=C/c2c(O)ccc3ccccc23)n1O	49	1
O=C(CSCc1nc2ccccc2[nH]1)N1CCN(c2ccc(F)cc2)CC1	26	-20
Nc1c(C(=O)Nc2ccc(Cl)cc2)oc2ccccc12	-12	-5
CC1CCCN(C2=NC(=O)/C(=C/c3cn(-c4ccccc4)nc3-c3cccc(S(=O)(=O)N(C)C)c3)S2)C1 (centres undefined)	29	-9
Cc1ccc(NC(=O)CCNC(=O)c2ccc(Cl)cc2)nc1	10	-4
C#CCN(C[C@@H]1[C@@H](OC(=O)NCc2ccccc2)[C@@H](OC(=O)NCc2ccccc2)Cn2c(=O)n(CCCCCC)c(=O)n21)S(=O)(=O)c1ccc(C)cc1	4	0
CCC1(CC)NC(=O)N(CC(=O)OCC(=O)NC(=O)c2ccccc2OC)C1=O	8	-1
Cc1ccc(-c2csc(NC(=O)c3cccc(C)c3)c2C(=O)O)cc1	3	-2
c1ccc(CCNc2nnnn2-c2ccccc2)cc1	-5	2
N#CC1=C(N)SC(N)=C(C#N)C1c1ccnc2ccccc12	9	-5
COc1cccc(NC(=O)c2ccc3c(c2)OCO3)c1	-5	-1
Cn1cccc1/C=N/NC(=O)C(O)c1ccccc1 (centres undefined)	-8	7
The listing continues.
SMILES	H9c2 TAG inh	H9c2 TAG inh DAPI viability
O=C(Nc1ccccc1OC(F)F)c1ccc(Br)o1	3	9
CC[n+]1c(C)cc(C)n1-c1ccccc1	-12	3
Cc1cc(C(=O)CSc2nnc(-c3ccco3)o2)c(C)n1CC1COc2ccccc2O1 (centres undefined)	5	-5
CCCC(C(=O)n1nc(C)cc1C)C(NS(=O)(=O)c1ccc(C)cc1)c1ccccc1 (centres undefined)	37	-9
O=C(O)C1=CC[C@@H](c2ccc(Cl)cc2)N(S(=O)(=O)c2ccc(Cl)cc2)[C@H]1c1ccc(F)cc1	-14	3
O=C(c1cc2nc(-c3ccc(Cl)cc3)cc(C(F)(F)F)n2n1)N1CCOCC1	12	-4
CCOC(=O)c1cc2c(=O)n3ccccc3nc2n(C(C)C)c1=NC(=O)c1c(-c2ccccc2Cl)noc1C	25	-3
O=C(NC(O)C(=O)c1ccccc1)c1cccs1 (centres undefined)	-4	-3
COc1ccc(Br)cc1/C=N/NC(=O)c1ccc(OC)c(OC)c1	4	5
O=C(COC(=O)CCSc1ccccc1)NCc1ccccc1	5	4
CCNc1sc(C(=O)c2cccs2)c(N)c1-c1nc2ccccc2s1	35	3
Cn1cc2ccc(N)cc2n1	-7	2
O=C(Nc1ccc(-c2nc3ccccc3[nH]2)cc1)c1c(F)c(F)c(F)c(F)c1F	8	7
CCCNC(=O)Cc1c(OC)ccc2cc(Br)ccc12	-2	7
CC1=C(C(=O)OCc2ccccc2)C(c2ccccc2)NC(=O)N1CCCC(=O)O (centres undefined)	11	5
COc1cccc(C(C(=O)NCc2ccco2)N(Cc2ccco2)C(=O)Cn2nnc3ccccc32)c1 (centres undefined)	12	-6
O=C1C(=O)N(Cc2cccnc2)C(c2cccc([N+](=O)[O-])c2)/C1=C(/O)c1ccc2c(c1)OCO2 (centres undefined)	21	9
CCOc1ccc(NC(=O)CN2C(=O)NC(CCSC)C2=O)cc1 (centres undefined)	-2	7
COc1cc(C(C)=O)ccc1OCC(=O)Nc1cc(C)on1	20	0
C[C@@]12C(=O)OC(=O)[C@]1(C)C1CCC2O1	102	-81
CCCc1c(C(=O)Nc2cc(C(C)(C)C)on2)cnn1-c1ccccc1	4	2
CCOc1ccc(C(=O)N(Cc2ccc(N(C)C)cc2)C2CCS(=O)(=O)C2)cc1 (centres undefined)	5	7
COc1ccc(C(C(=O)NC2CCCC2)N(C(=O)c2ccoc2C)c2ccccc2)cc1 (centres undefined)	-35	6
CC(C)Cn1c(N)c(C(=O)COC(=O)C2CCCCC2)c(=O)n(C)c1=O	-17	-1
O=C(CCNC(=O)c1ccc(Br)cc1)Nc1ncccc1O	19	-1
(continued)
SMILES	H9c2 TAG inh	H9c2 TAG inh DAPI viability
Nc1ccc(NC(=O)NC2CCCCC2)cc1[N+](=O)[O-]	-1	1
Cc1cccc(-n2cnc(C(=O)NC3CCCCCC3)c2)n1	11	-1
O=C(O)/C(=C\c1cccs1)c1ccc(F)cc1	1	8
O=[N+]([O-])c1ccc(C2NS(=O)(=O)N=C3CCCCCN32)cc1 (centres undefined)	-3	2
CCCCCCC1CCC(C(=O)NC(CCSC)C(=O)NC(C(=O)OC)C(C)C)CC1 (centres undefined)	-2	8
O=C1/C(=C/c2ccncc2)SC(=S)N1C1CCS(=O)(=O)C1 (centres undefined)	-5	11
COc1ccc(NC(=O)CSc2ccccc2)c(OC)c1	-19	2
CCOc1ncccc1C(=O)Nc1cccc(S(=O)(=O)N2CCCCC2)c1	-39	-1
O=C(CC1NCCNC1=O)NC1Cc2ccccc2C1 (centres undefined)	10	-3
O=C(O)CCN1C(=O)c2ccccc2C1=O	-2	6
CC(C)CC(=O)Nc1c2c(nn1-c1ccc(F)cc1)CSC2	5	-13
O=S(=O)(NC1CCCC1)c1cc(F)ccc1F	-5	-25
COc1ccc(NC(=O)CSc2nnc(N)s2)c([N+](=O)[O-])c1	14	-14
COc1ccccc1C1=NN(C(=S)Nc2ccccc2)C(c2ccco2)C1 (centres undefined)	24	1
Cn1cc(-c2csc(C(O)c3ccc(F)cc3)n2)cn1 (centres undefined)	-11	2
CCCN1CCC(NC(=O)Nc2ccc(OC)c(OC)c2)CC1	2	-3
C/C(=N\NC(=O)CNC(=O)c1ccc2c(c1)OCCO2)c1ccco1	-1	4
COC1=CC(=O)OC(C)(c2ccccc2)C1 (centres undefined)	1	-1
C/C(Cc1ccccc1)=N\NC(=O)CNC(=O)c1ccc(Cl)cc1	-8	0
O=C(COC(=O)/C=C/c1ccccc1)NCCNC(=O)COC(=O)/C=C/c1ccccc1	10	1

Only part of the results is shown, so the mix of outcomes need not match the whole.
